GLS inh – inhibitors of human glutaminase (GLS). GLS enzymatic activity, qHTS titration. Potency, µM (top dose mostly 45.5 µM), inactives show top-dose activity change, negative = inhibition, hits mostly inhibitors. 410,000 tested, 0.21% active; note: potency is the fitted concentration of half-maximal effect; % is set by controls: 0 for no effect and ±100 for the full control effect
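Assay buffer: 45 mM KH2PO4 pH 8.2, 0.02% Tween-20. hKGA acts on L-glutamine (1 mM solution added); product glutamate is reported by an oxidase/peroxidase Amplex Red coupling, with fluorescence taken at baseline and 30 min.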
TrxR1 inh – rat TrxR1 inhibition. recombinant rTrxR1, NADPH fluorescence consumption, selenite substrate. 390,000 tested, 1% active. Potency, µM (series often up to 114 µM), for the others: top-dose activity change, negative = inhibition, usual class: inhibitors. O89049; note: potency is the fitted concentration of half-maximal effect; % is set by controls: 0 for no effect and ±100 for the full control effect; nearly all actives have a fitted effect of over 65% in size
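Rat TrxR1 (90 nM in the dispensed reagent) was pre-reduced with 400 uM NADPH for 5 min at room temperature, then incubated with compound for 15 min. After 400 uM selenite was added, NADPH fluorescence (Ex 340/Em 450 nm) was followed for 8 min.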
PGK inhibitor – blocks T. brucei phosphoglycerate kinase; P07378; PGK/GAPDH coupled, Kinase-Glo luminescence, 60 min; Potency, µM (highest dose often 57.5 µM), for inactives: top-dose activity change, negative = inhibition, usual class: inhibitors; 380,000 tested, 0.043% active; AID 602233; note: potency is the fitted concentration of half-maximal effect; % is set by controls: 0 for no effect and ±100 for the full control effect; nearly all actives have a fitted effect of over 60% in size
Target sequence (P07378 whole entry, looked up): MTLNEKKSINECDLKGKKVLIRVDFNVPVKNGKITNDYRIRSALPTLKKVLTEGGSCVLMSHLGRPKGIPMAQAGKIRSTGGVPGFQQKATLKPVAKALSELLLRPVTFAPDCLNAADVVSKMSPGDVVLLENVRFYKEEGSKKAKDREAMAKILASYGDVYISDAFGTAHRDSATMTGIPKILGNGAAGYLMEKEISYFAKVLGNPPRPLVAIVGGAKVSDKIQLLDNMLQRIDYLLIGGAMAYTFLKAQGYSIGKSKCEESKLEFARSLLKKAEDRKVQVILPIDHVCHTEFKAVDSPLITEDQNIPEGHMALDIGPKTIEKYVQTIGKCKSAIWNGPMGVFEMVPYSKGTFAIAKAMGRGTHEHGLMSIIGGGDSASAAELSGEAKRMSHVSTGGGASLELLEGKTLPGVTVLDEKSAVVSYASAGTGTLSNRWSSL
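Recombinant glycosomal PGK reaction used 1,3-bisphosphoglycerate generated in-well by GAPDH (100nM final) in 100mM TEA pH 7.6, 5mM MgCl2, 0.01% Tween-20. After 60 minutes at room temperature, ATP was read by Kinase-Glo Plus luminescence end-point.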
PI4K2A inh – blocks human PI4K2A kinase activity; 420,000 tested, 0.13% active; activity change, negative = inhibition, % at 76.9 µM; AID 1346378; purified PI4K2A, ADP-Glo luminescence, 1 h; active compounds read low; in the data active = activity change below about -50%; inconclusive = mostly about -30% to -49%;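 note: -100% = wells without enzyme as full effect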
Target sequence (Q9BTU6 whole entry, looked up): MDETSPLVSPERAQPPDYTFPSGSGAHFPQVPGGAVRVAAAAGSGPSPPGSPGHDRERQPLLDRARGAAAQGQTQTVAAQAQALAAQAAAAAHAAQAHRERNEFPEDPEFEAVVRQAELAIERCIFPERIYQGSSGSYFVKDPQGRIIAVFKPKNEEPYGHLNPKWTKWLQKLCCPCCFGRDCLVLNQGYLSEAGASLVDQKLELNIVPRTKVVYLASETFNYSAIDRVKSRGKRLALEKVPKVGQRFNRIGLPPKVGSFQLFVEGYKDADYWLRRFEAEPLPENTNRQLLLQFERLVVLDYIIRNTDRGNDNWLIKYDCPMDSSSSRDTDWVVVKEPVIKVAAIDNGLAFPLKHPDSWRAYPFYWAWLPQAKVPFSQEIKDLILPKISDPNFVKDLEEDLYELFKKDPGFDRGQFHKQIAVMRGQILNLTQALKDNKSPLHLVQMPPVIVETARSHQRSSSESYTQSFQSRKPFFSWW
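Compounds are screened against recombinant PI4K2A using PI as substrate and ATP, the latter dispensed at 300 microM. Reactions run one hour at ambient temperature before ADP-Glo detection; full inhibition defined by wells lacking enzyme.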
mIDH1 inhibitor – blocks human mutant IDH1 R132H enzyme | IDH1-R132H enzyme, NADPH consumption, diaphorase/resazurin fluorescence | Potency, µM (doses to about 76.6 µM), without a hit: at the highest dose activity change, negative = inhibition, usual class: inhibitors | 390,000 tested, 0.093% active | AID 602179; note: potency is the fitted concentration of half-maximal effect; % is set by controls: 0 for no effect and ±100 for the full control effect; nearly all actives have a fitted effect of over 65% in size
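IDH1-R132H (0.5 ug/mL dispensed) in pH 7.5 Tris buffer was preincubated 30 min with compound, then given a substrate mix of 0.016 mM NADPH and 2 mM alpha-KG for 80 min at room temperature; remaining NADPH was read by diaphorase/resazurin fluorescence.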
HP1b chromo inh – HP1-beta chromodomain-methylated histone interaction inhibition | P83916 | AlphaScreen HP1-beta / biotin-H3K9me3 peptide binding | Potency, µM (series often up to 114 µM), for inactives: top-dose activity change, negative = inhibition, usual class: inhibitors | 390,000 tested, 0.56% active | AID 540317; note: potency is the fitted concentration of half-maximal effect; nearly all actives have a fitted effect of over 70% in size; inactives centre near 23
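HP1-beta protein (50 nM final) preincubated 30 min at room temperature with biotinylated H3(1-18)K9me3 peptide (50 nM) in PBS pH 7.4, 0.01% Tween-20, then compound added for 30 min. AlphaScreen streptavidin donor/nickel chelate acceptor beads (10 ug/mL final), 30 min dark, luminescence read.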
Pin1 inhibitor – inhibitors of human Pin1; Q13526; Pin1 FP peptide displacement, HiFluor488, 10 min; Potency, µM (doses to about 115 µM), without a hit: at the top dose activity, negative = inhibition, hits mostly inhibitors; 390,000 tested, 0.009% active; AID 504891; active = well fitted inhibition curve with a large enough effect in the polarisation, with a control signal flat, not every such curve was filed as active; inconclusive = small, poorly fitted or top-dose-only effect, or effect the other way, or a change in a side signal; inactive = no such curve, though single readings can be large or run the other way; the % refers to the polarisation; note: potency is the fitted concentration of half-maximal effect; % is set by controls: 0 for no effect and ±100 for the full control effect
Target sequence (Q13526 whole entry, looked up): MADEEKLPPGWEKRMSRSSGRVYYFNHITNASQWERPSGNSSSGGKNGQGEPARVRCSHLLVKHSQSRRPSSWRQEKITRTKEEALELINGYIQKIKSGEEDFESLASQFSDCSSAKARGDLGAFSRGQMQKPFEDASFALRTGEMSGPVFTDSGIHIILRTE
USP1 inh – USP1/UAF1 (human) deubiquitinase inhibition. O94782. recombinant USP1/UAF1, Ub-Rhodamine cleavage fluorescence. Potency, µM (top dose mostly 57.1 µM), for the others: top-dose activity change, negative = inhibition, usual class: inhibitors. 390,000 tested, 0.23% active. AID 743255; note: potency is the fitted concentration of half-maximal effect; % is set by controls: 0 for no effect and ±100 for the full control effect; nearly all actives have a fitted effect of over 60% in size; inactives centre near -12
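In this screen, compounds sit with the deubiquitinase complex (1nM) for 15 min at room temperature before Ub-Rho is added at 150nM final. Fluorescence rise is then followed for 6 reads every 60 seconds.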
TrxR1 substrate – substrates of rat thioredoxin reductase 1; O89049; purified TrxR1 substrate turnover, NADPH consumption readout; Potency, µM (highest dose often 114 µM), inactives show at the top dose activity change, negative = substrate turnover; 390,000 tested, 0.01% active; AID 588456; note: potency is the fitted concentration of half-maximal effect; % is set by controls: 0 for no effect and ±100 for the full control effect; nearly all actives have a fitted effect of over 50% in size
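Rat TrxR1, dispensed at 90 nM, was prereduced with 400 uM NADPH (final) for 5 min at ~22 deg C, then incubated with compound 15 min before 400 uM selenite. A first-read NADPH fluorescence drop versus no-compound background flagged substrates.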
An asterisk follows results filed as active; i = inactive; ? = inconclusive; · = no result given; [ ] = remark or other dose. Unless noted, calls come from the whole dose curve; as a rule, active = well fitted curve in the direction sought with a large enough effect; inconclusive = small, poorly fitted or top-dose-only effect, or another doubt; inactive = no such curve, though single readings can be large; an effect the other way counts as inactive or inconclusive. These rows are one share of the data; the hit share may differ from the screen's.

SMILES | GLS inh | TrxR1 inh | PGK inhibitor | PI4K2A inh | mIDH1 inhibitor | HP1b chromo inh | Pin1 inhibitor | USP1 inh | TrxR1 substrate
CCOC(=O)C(C#N)C(c1cccnc1)c1c(C)[nH][nH]c1=O (configuration not stated) | 38%[activator] | -1%[57.1 µM] | -4% | -2 | 6% | 50%[activator] | -2% | -10% | 25%[57.1 µM]
Cc1cc(NC(=O)CSc2ccc3ccccc3c2)no1 | 0% | -1%[57.1 µM] | -8% | -8 | 6% | 24% | -5% | -17% | 3%[57.1 µM]
O=C(NN=C1CCCC1)c1ccc([N+](=O)[O-])cc1 | -2% | 18% | i | 0 | 0% | 34% | -3% | -25% | 8%
COc1ccc(NC(=O)CN2CCCC2c2cccs2)cc1S(=O)(=O)N1CCCCC1 (configuration not stated) | 8% | 0% | 8% | -10 | -7% | 22% | 57%[activator] | -24% | -2%
COc1cc2c(C(F)(F)F)c(-c3ccc(C#N)cc3)oc(=O)c2cc1OC | 1% | 32%[57.1 µM] | -7% | 3 | -3% | 28% | -8% | -18% | 17%[57.1 µM]
O=C(NCc1nc2ccccc2[nH]1)C1=C[C@@H](c2ccccc2)C[C@@H](OCCCCO)O1 | 15% | -9% | 4% | -3 | 0% | 33% | -9% | -7% | 4%[57.1 µM]
CC(C)(C)OC(=O)N1CCNc2ccccc2C1 | 16% | 6% | i | -1 | 7% | 33% | 5% | -10% | -5%[57.1 µM]
O=C(NCc1ccco1)C(c1ccncc1)N(C(=O)Cn1nnc2ccccc21)c1ccccc1 (configuration not stated) | -7% | 9%[57.1 µM] | -6% | -1 | 4% | -15% | 7% | -17% | 5%[57.1 µM]
CC(=O)n1c(-c2ccccc2)c(CO)c2ccccc21 | 1% | 12%[57.1 µM] | -8% | 0 | 2% | 32% | 0% | -25% | 6%[57.1 µM]
OCC1CCCN1C(=S)Nc1ccccc1 (configuration not stated) | -1% | 8%[57.1 µM] | 0% | 6 | 11% | 4% | 0% | -10% | 9%[57.1 µM]
O=C(NC1CC1)C1CCN(C2CCN(C(=O)CCOc3ccccc3)CC2)CC1 | 0% | 10% | -9% | 0 | -11% | 28% | -3% | 0% | -1%
NC(=O)N[C@@H](Cc1c[nH]c2ccccc12)C(=O)OCC(=O)N1CCCCC1 | -2% | 28%[57.1 µM] | -9% | 2 | 5% | 51%[activator] | -1% | -9% | -12%[57.1 µM]
CCN(CCCNS(=O)(=O)c1ccc2c(c1)CCN2C(C)=O)c1cccc(C)c1 | 23% | 26% | -7% | 3 | 7% | -20% | 0% | ? | -1%
COc1ccc(-c2noc3c2-c2nc(-c4ccccc4F)sc2CC3)cc1 | -6% | 8% | -4% | -6 | 10% | 33% | -6% | -28% | 6%
O=C(NCCN1CCOCC1)c1ccc2c(c1)N(Cc1ccc(Cl)cc1)C(=O)CS2 | 4% | -2%[57.1 µM] | -2% | -3 | -2% | 48%[activator] | 0% | -7% | 0%[57.1 µM]
N/C(=N\OC(=O)CCC1CCCC1)c1ccc(Br)cc1 | 0% | -2% | 1% | 0 | 1% | 109%[activator] | 7% | -22% | -8%
COc1ccc(-c2c(C(F)(F)F)oc3cc(OCC(=O)Nc4ccccc4C(F)(F)F)ccc3c2=O)cc1OC | 1% | -3% | i | 1 | 0% | 18% | -2% | -17% | -9%
COc1ccc(NC(=O)NC(C(F)(F)F)C(F)(F)F)cc1 | 6% | 0%[57.1 µM] | -6% | -23 | 4% | 31% | 0% | 4% | 2%[57.1 µM]
O=C(CN1C(=O)NC2(CCCC2)C1=O)Nc1nc(-c2ccc(F)cc2)cs1 | 4% | -5% | i | 5 | 16% | 48%[activator] | 9% | -12% | -11%
O=C(CSc1ccc2nnc(-c3ccccn3)n2n1)NCC1CCCO1 (configuration not stated) | -4% | 8% | 3% | 3 | -3% | 46%[activator] | -4% | ? | 31%[activator]
COCCCNC(=O)Cn1cc(C(C)=O)c2ccccc21 | 1% | 7% | 5% | 2 | 2% | 12% | 1% | 10% | 0%
CCOC(=O)c1ccc(Oc2cn[nH]c2-c2ccc(OCC(=O)NN)cc2O)cc1 | 25% | 25% | · | 0 | 6% | 17% | 6% | -3% | -2%
COc1ccc(CN2CCSCC2)cc1C | 20% | 32% | -4% | 1 | 7% | ? | 4% | -4% | 13%
O=S(=O)(Nc1ccc2c(c1)nc1n2CCN(Cc2ccccc2)C1)c1ccc(F)cc1 | 5% | ? | -9% | 1 | -5% | 48%[activator] | 20% | -21% | 2%[57.1 µM]
COc1ccc(CCN(C)C(=O)CN2C(=O)NC3(CCCCC3C)C2=O)cc1OC (configuration not stated) | -17% | -10% | i | 2 | 11% | 33% | -4% | -14% | -9%
SMILES | GLS inh | TrxR1 inh | PGK inhibitor | PI4K2A inh | mIDH1 inhibitor | HP1b chromo inh | Pin1 inhibitor | USP1 inh | TrxR1 substrate
Cc1ccccc1CSc1nnc(NC(=O)C2COc3ccccc3O2)s1 (configuration not stated) | -3% | 11% | 0% | -3 | 0% | 34% | 10% | -19% | 1%
CCOCCCNC(=O)c1cc(-c2ccc(Br)s2)nc2ccccc12 | -8% | 28%[57.1 µM] | 7% | -1 | 4% | 22% | ? | -7% | 30%[57.1 µM]
CCOC(=O)c1c(C)oc2ncnc(Nc3cc(Cl)ccc3OC)c12 | -2% | 9% | -5% | -4 | 2% | 52%[activator] | -7% | -20% | -4%
COc1cc(/C=C/C(=O)N2CCN(Cc3ccccc3)CC2)cc(OC)c1OC | 4% | -3% | · | 1 | 6% | 17% | -4% | 1% | 4%
COC(=O)c1ccc(C[n+]2ccccc2)cc1 | -10% | -2%[57.1 µM] | -9% | -1 | 0% | 25% | -2% | -13% | 4%[57.1 µM]
CCOC(=O)CN(C(=O)CSc1nnc2c(n1)[nH]c1ccc(OC)cc12)c1ccc(F)cc1 | 0% | 2% | i | 2 | 3% | 18% | 16% | -8% | -1%
CC(=O)Nc1ccc(N2C(=O)CC(Sc3nccc(C)n3)C2=O)cc1 (configuration not stated) | 3% | 34% | -4% | 0 | 14% | 51%[activator] | -5% | -9% | 12%
Cc1oc(-c2cccc(Cl)c2)nc1CS(=O)(=O)CC(=O)NC(C)CCc1ccccc1 (configuration not stated) | 0% | -2% | -4% | -3 | 6% | 28% | 25% | -10% | 5%
CC(C)(C)C(=O)Nc1cc(NC(=O)C(C)(C)C)cc(C(=O)Nc2c[nH]c(=O)[nH]c2=O)c1 | 8% | 9%[57.1 µM] | 5% | -1 | 13% | 9% | -2% | ? | 4%
COc1cc(CC2C(=O)OCC2C(=O)c2ccc3c(c2)OCO3)cc(OC)c1OC (configuration not stated) | 2% | 9%[11.4 µM] | i | -4 | 0% | 24% | 0% | -22% | 9%[11.4 µM]
Cc1nnc(NC(=O)CCNC(=O)c2ccccc2Cl)s1 | -4% | 21%[57.1 µM] | i | -4 | 0% | 62%[activator] | -1% | -11% | -8%[57.1 µM]
Cc1ccc(NC(=O)Cn2nc([N+](=O)[O-])c(Br)c2C)cc1C | ? | 37% | i | 0 | 7% | -2% | 0% | ? | 19%
CC1(C(=O)O)CCC(C(=O)Nc2ccccc2O)C1(C)C (configuration not stated) | 2% | 2% | i | 1 | 4% | 13% | -5% | -1% | -3%
COc1ccc(CCNC(=O)CCNS(=O)(=O)c2cccc3nonc23)cc1OC | -3% | 4%[57.1 µM] | i | 11 | 1% | 20% | 0% | -1% | 2%[57.1 µM]
O=C(CN1C2CCC1CC(NC(=O)NC1CCCCC1)C2)NC1CC1 (configuration not stated) | -15% | 6% | -2% | 1 | 3% | 20% | 3% | -8% | 1%
COC(=O)[C@]1(C)N[C@H](CN(C)S(=O)(=O)c2ccccc2)[C@@H]2C(=O)N(C)C(=O)[C@@H]21 | 1% | 14% | -8% | -1 | -2% | 36% | -7% | -23% | -2%

A stretch taken from the entries so far, for reference:
SMILES | GLS inh | TrxR1 inh | PGK inhibitor | PI4K2A inh | mIDH1 inhibitor | HP1b chromo inh | Pin1 inhibitor | USP1 inh | TrxR1 substrate
Cc1ccccc1CSc1nnc(NC(=O)C2COc3ccccc3O2)s1 (configuration not stated) | -3% | 11% | 0% | -3 | 0% | 34% | 10% | -19% | 1%
CCOCCCNC(=O)c1cc(-c2ccc(Br)s2)nc2ccccc12 | -8% | 28%[57.1 µM] | 7% | -1 | 4% | 22% | ? | -7% | 30%[57.1 µM]
CCOC(=O)c1c(C)oc2ncnc(Nc3cc(Cl)ccc3OC)c12 | -2% | 9% | -5% | -4 | 2% | 52%[activator] | -7% | -20% | -4%
COc1cc(/C=C/C(=O)N2CCN(Cc3ccccc3)CC2)cc(OC)c1OC | 4% | -3% | · | 1 | 6% | 17% | -4% | 1% | 4%
COC(=O)c1ccc(C[n+]2ccccc2)cc1 | -10% | -2%[57.1 µM] | -9% | -1 | 0% | 25% | -2% | -13% | 4%[57.1 µM]
CCOC(=O)CN(C(=O)CSc1nnc2c(n1)[nH]c1ccc(OC)cc12)c1ccc(F)cc1 | 0% | 2% | i | 2 | 3% | 18% | 16% | -8% | -1%
